Abeta rescue = compounds reversing amyloid beta toxicity in yeast. yeast expressing A-beta42, growth rescue, OD600, 48 h; response scale: 0% DMSO, 100% iron-clioquinol control. Potency, µM (series often up to 46.1 µM), inactives show top-dose growth rescue, actives largely listed as activators. 0.063% of 410,000 active. AID 1347071; further: potency means the concentration at half of the fitted maximal effect; nearly all actives have a fitted effect of over 55% in size
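Growth rescue measured by 600 nm absorbance after 48 h yeast culture at 30 C with compound. Values normalized between DMSO and an equimolar ferric chloride plus clioquinol control.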
Akt phos inh = Akt phosphorylation inhibition | Neuro2A IGF-stimulated pAkt S473 HTRF, 20 min; stronger effect = lower value | activity change, % for hits at 50 µM | 0.32% of 360,000 active | AID 651550; in the data active means activity change below about -80%; inconclusive means mostly about -51% to -80%; further: on the % scale 0 is the no-effect control and ±100 the full control effect
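Single-point screen (50 µM final compound) in Neuro2A cells stimulated 20 min with 6 nM IGF at 37 deg C. After lysis, Ser473-phosphorylated Akt read by HTRF (ex 330 nm, em 615/665 nm) as the 665/615 ratio.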
TDP43 rescue = inhibitors of TDP-43 toxicity in yeast | Potency, µM (titrated, usually from 46.1 µM), for the others: at the highest dose growth rescue (activation), actives largely listed as activators | AID 652104 | TDP-43 expressing yeast growth rescue, BacTiter-Glo, 24 h | 1.8% of 410,000 active; further: potency means the concentration at half of the fitted maximal effect; % of control where 0% means no effect; nearly all actives have a fitted effect of over 50% in size
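Luminescence from BacTiter-Glo reports growth of TDP-43-expressing yeast after 24 hr at 30 deg C with compound. Cells were raffinose-pregrown to mid-log, then seeded in galactose medium at OD600=0.02.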
aSyn rescue = alpha-synuclein toxicity inhibition in yeast. Potency, µM (highest dose often 46.1 µM), inactives show at the top dose growth rescue (activation), actives largely listed as activators. Yeast expressing alpha-synuclein, growth rescue, BacTiter-Glo, 24 h. 0.14% of 370,000 active; further: potency means the concentration at half of the fitted maximal effect; % of control where 0% means no effect; nearly all actives have a fitted effect of over 65% in size
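Rescue of yeast growth: cells expressing toxic alpha-synuclein, induced in galactose at OD600 0.02, incubated with compound 24 h at 30 C. ATP luminescence quantified growth; inhibitors of toxicity appear as activators.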
DRD3 antagonist = antagonists of human D3 dopamine receptor | D3R cells, DiscoveRx beta-arrestin luminescence, antagonist mode; stronger effect = lower value | max response, negative = inhibition, % | 2.5% of 360,000 active | AID 652054; in the data active means max response below about -50%; inconclusive means no clear call, values can overlap the other calls; further: on the % scale 0 is the no-effect control and ±100 the full control effect; mostly tested at two doses, the higher about 12 µM
Target sequence (P35462 whole entry, looked up): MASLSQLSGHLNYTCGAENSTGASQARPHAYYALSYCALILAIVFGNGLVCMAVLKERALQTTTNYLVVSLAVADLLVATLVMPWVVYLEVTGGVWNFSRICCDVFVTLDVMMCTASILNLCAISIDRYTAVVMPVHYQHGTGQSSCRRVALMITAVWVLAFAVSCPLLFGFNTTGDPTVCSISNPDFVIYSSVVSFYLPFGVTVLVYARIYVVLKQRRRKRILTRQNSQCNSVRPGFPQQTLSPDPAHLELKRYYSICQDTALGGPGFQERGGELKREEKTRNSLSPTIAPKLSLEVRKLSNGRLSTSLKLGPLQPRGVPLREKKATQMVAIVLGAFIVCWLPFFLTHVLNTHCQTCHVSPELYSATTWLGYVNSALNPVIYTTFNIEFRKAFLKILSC
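Cells expressing the human receptor were seeded at 1500 cells/well, incubated overnight at 37 degrees C in 5% CO2, then exposed to library compounds with dopamine controls for 90 minutes at 37 degrees C before luminescent detection.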
GLP1R inv ag = acts as inverse agonist at human GLP-1 receptor. Potency, µM (titrated, usually from 38.3 µM), for inactives: at the highest dose activity change, negative = inhibition, actives largely listed as inhibitors. HEK293 GLP-1R CRE-luciferase, luminescence, 24 h; GLP-1R form is constitutively active. 1.6% of 410,000 active; further: potency means the concentration at half of the fitted maximal effect; on the % scale 0 is the no-effect control and ±100 the full control effect; nearly all actives have a fitted effect of over 55% in size
Target sequence (P43220 whole entry, looked up): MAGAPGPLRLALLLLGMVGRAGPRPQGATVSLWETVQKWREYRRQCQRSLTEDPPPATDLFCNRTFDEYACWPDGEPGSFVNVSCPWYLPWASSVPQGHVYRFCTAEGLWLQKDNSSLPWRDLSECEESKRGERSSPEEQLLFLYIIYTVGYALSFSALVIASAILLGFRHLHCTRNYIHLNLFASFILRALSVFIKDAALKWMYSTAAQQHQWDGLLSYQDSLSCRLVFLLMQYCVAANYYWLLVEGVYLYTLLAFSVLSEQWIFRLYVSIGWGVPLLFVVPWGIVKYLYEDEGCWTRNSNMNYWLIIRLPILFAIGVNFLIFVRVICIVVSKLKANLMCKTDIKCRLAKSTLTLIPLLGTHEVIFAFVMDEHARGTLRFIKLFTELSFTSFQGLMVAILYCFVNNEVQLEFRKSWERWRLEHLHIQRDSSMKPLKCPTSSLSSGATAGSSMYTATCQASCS
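Assay principle: reduced luminescence from a cAMP-responsive reporter in HEK293 cells co-expressing a constitutively active GLP-1R. Conditions: 24 hr compound incubation, 37 deg C, 5% CO2.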
GLP-1R agonist = GLP-1 receptor (human) agonism; 0.007% of 380,000 active; HEK293 GLP-1R CRE-luciferase, luminescence, 4-6 h; cells express a hypersensitive GLP-1R form; P43220; AID 624172; Potency, µM (series often up to 45.6 µM), for inactives: at the top dose activation, usual class: activators; further: potency means the concentration at half of the fitted maximal effect; % of control where 0% means no effect
PTHR1 ag = activates the human parathyroid hormone receptor PTHR1; AID 743266; Potency, µM (highest dose often 115 µM), inactives show top-dose activation, actives largely listed as activators; HEK293 GP2 PTHR1 cells, GloSensor cAMP luminescence, 1 h; 0.075% of 410,000 active; further: potency means the concentration at half of the fitted maximal effect; nearly all actives have a fitted effect of over 55% in size; some results filed as inactive show a strong effect at the top dose; inactives centre near -15; many of its hits are not listed in these tables
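HEK-293-derived GP2 cells expressing PTHR1 and a GloSensor cAMP reporter, 3,000/well, plated overnight, given luciferin plus IBMX (each 0.5 mM as added) for 1 h at 37 °C, then compound for 1 h at 37 °C. Luminescence was read after 15 min at room temperature.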
FUS suppressor = FUS proteinopathy suppression in yeast | 0.24% of 390,000 active | S. cerevisiae FUS-expressing, growth rescue, OD600, 24 h | Potency, µM (titrated, usually from 76.6 µM), inactives show at the top dose growth rescue (activation), most hits filed as activators;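 further: potency means the concentration at half of the fitted maximal effect; plate controls were DMSO vehicle for no effect and reference control for full effect; nearly all actives have a fitted effect of over 55% in size; some results filed as inactive show a strong effect at the top dose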
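Steps: raffinose overnight preculture; dilution to OD 0.005 in 2% galactose minimal medium; compound addition (concentration series); 24hr at 30C, 99% humidity; absorbance read at 600 nm.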
Active calls of the source: *; i = inactive; u = inconclusive; x = no result given; & = joins results of further samples; [ ] = another dose, or the depositor's remark. Unless noted, the call rests on the fitted dose curve; in most records, active means well fitted curve in the direction sought with a large enough effect; inconclusive means small, poorly fitted or top-dose-only effect, or another doubt; inactive means no such curve, though single readings can be large; an effect the other way counts as inactive or inconclusive.

SMILES	Abeta rescue	Akt phos inh	TDP43 rescue	aSyn rescue	DRD3 antagonist	GLP1R inv ag	GLP-1R agonist	PTHR1 ag	FUS suppressor
CCN(CC)CCC(=O)Nc1ccc2c(c1)N(C(=O)CN(CC)CC)c1ccccc1CC2	13%	i	-1%	-6%	1	u	-3%	-1%	20%
COc1ccc(CCC(=O)NC2CC(=O)N(c3ccc(OC)cc3)C2)cc1 (stereo unspecified)	-5%	x	18%	x	x	-4%	x	12%	3%
Cc1cc(C)nc(N2CCCC(C(=O)Nc3ccc4nc(C)c(C)nc4c3)C2)n1 (stereo unspecified)	-6%	i	4%	-5%	12	0%	u	-3%	26%
O=C1NN=COc2ccccc21	5%	i	7%	2%	4	6%	1%	i	3%
Cc1cnc(C(=O)Nc2nc(-c3ccccc3)cs2)cn1	10%	i	0%	-7%	u	16%	0%	i	x
COc1ccc(NC(=O)CSc2nccn2Cc2ccco2)cc1OC	-2%&-12%	i	11%&23%	10%	8	9%&-4%	-3%	-7%&-5%	6%&2%
O=C(CN1CCN(S(=O)(=O)c2ccc(Cl)c(C(F)(F)F)c2)CC1)NC(=O)NC1CCCCC1	u	i	21%	28%	5	u	-1%	-32%[inhibitor]	u
O=C(Oc1ccc(N(C(=O)c2ccncc2)S(=O)(=O)c2cccs2)cc1)c1ccncc1	0%	i	u	22%	3	-6%	-8%	-28%	15%
Cc1nn(CCCC(=O)Nc2ccccc2C(F)(F)F)c(=O)c2nn(-c3ccccc3)c(C)c12	-3%	x	22%	x	x	-1%	x	i	-21%
CC(=O)N1CCN(S(=O)(=O)c2cccc(C(=O)Nc3ccc4c(c3)OCO4)c2)CC1	-10%	i	-17%	0%	0	-2%	7%	i	6%
CCC(=O)OCC(=O)Nc1cc([N+](=O)[O-])ccc1Cl	6%	i	20%	0%	0	-10%	1%	i	10%
Oc1ccccc1-c1nnc(SCCN2CCOCC2)n1Cc1ccccc1	-27%	i	2%	6%	0	-36%	-1%	-23%	23%
CCCCOc1ccc(C(=O)OCC(=O)N2CCCCCC2)cc1	-14%	i	u	-1%	7	u	9%	-44%	20%
CCc1ccc(NC(=O)Cn2nnc(C(=O)Nc3cc(C)ccc3OC)c2N)cc1	-11%	x	0%	x	x	-7%	x	-9%	-10%
CS(=O)(=O)c1nc(-c2ccccc2)cc(-c2ccccc2)c1C#N	u	i	-7%	2%	-66*	u	12%	-3%[57.5 µM]	2%

11 structures already listed, sorted by molecular weight, falling:
SMILES	Abeta rescue	Akt phos inh	TDP43 rescue	aSyn rescue	DRD3 antagonist	GLP1R inv ag	GLP-1R agonist	PTHR1 ag	FUS suppressor
Cc1nn(CCCC(=O)Nc2ccccc2C(F)(F)F)c(=O)c2nn(-c3ccccc3)c(C)c12	-3%	x	22%	x	x	-1%	x	i	-21%
O=C(Oc1ccc(N(C(=O)c2ccncc2)S(=O)(=O)c2cccs2)cc1)c1ccncc1	0%	i	u	22%	3	-6%	-8%	-28%	15%
CC(=O)N1CCN(S(=O)(=O)c2cccc(C(=O)Nc3ccc4c(c3)OCO4)c2)CC1	-10%	i	-17%	0%	0	-2%	7%	i	6%
CCc1ccc(NC(=O)Cn2nnc(C(=O)Nc3cc(C)ccc3OC)c2N)cc1	-11%	x	0%	x	x	-7%	x	-9%	-10%
Cc1cc(C)nc(N2CCCC(C(=O)Nc3ccc4nc(C)c(C)nc4c3)C2)n1 (stereo unspecified)	-6%	i	4%	-5%	12	0%	u	-3%	26%
COc1ccc(NC(=O)CSc2nccn2Cc2ccco2)cc1OC	-2%&-12%	i	11%&23%	10%	8	9%&-4%	-3%	-7%&-5%	6%&2%
COc1ccc(CCC(=O)NC2CC(=O)N(c3ccc(OC)cc3)C2)cc1 (stereo unspecified)	-5%	x	18%	x	x	-4%	x	12%	3%
CS(=O)(=O)c1nc(-c2ccccc2)cc(-c2ccccc2)c1C#N	u	i	-7%	2%	-66*	u	12%	-3%[57.5 µM]	2%
CCCCOc1ccc(C(=O)OCC(=O)N2CCCCCC2)cc1	-14%	i	u	-1%	7	u	9%	-44%	20%
CCC(=O)OCC(=O)Nc1cc([N+](=O)[O-])ccc1Cl	6%	i	20%	0%	0	-10%	1%	i	10%
O=C1NN=COc2ccccc21	5%	i	7%	2%	4	6%	1%	i	3%

Returning to the listing; the two compounds before the break are reprinted first.
SMILES	Abeta rescue	Akt phos inh	TDP43 rescue	aSyn rescue	DRD3 antagonist	GLP1R inv ag	GLP-1R agonist	PTHR1 ag	FUS suppressor
CCc1ccc(NC(=O)Cn2nnc(C(=O)Nc3cc(C)ccc3OC)c2N)cc1	-11%	x	0%	x	x	-7%	x	-9%	-10%
CS(=O)(=O)c1nc(-c2ccccc2)cc(-c2ccccc2)c1C#N	u	i	-7%	2%	-66*	u	12%	-3%[57.5 µM]	2%
Cc1cccc(OCCCC(=O)Nc2ccc(S(=O)(=O)N3CCCC3)cc2)c1	-2%	i	2%	0%	21	u	5%	-13%[57.5 µM]	27%
CC1(C)CC(=O)C/C(=N/NC(=O)COc2ccc3ccccc3c2Br)C1	1%	i	11%	1%	-19	u	3%	i	25%
CCOc1ccc(C(=O)Nc2nnc(C)s2)cc1OCC	-1%	i	25%	3%	-25	47%[activator]	10%	8%[57.5 µM]	22%
CC[n+]1c(/C=C2/C=C(C)CC(C)C2)sc2ccccc21 (stereo unspecified)	14%	i	1%	4%	0	-64%	-1%	-26%	32%
O=C(NC1CC1)C1=C[C@H](c2ccc(C(F)(F)F)cc2)C[C@H](OCCCCO)O1	1%	i	-3%	0%	-27	5%	-4%	-16%	0%
Cc1ccc(S(=O)(=O)N2CCN(C(=O)COC(=O)c3ccc([N+](=O)[O-])o3)CC2)c(C)c1	-17%	i	16%	3%	-14	-3%	6%	-8%	0%
CSc1ccc(CNC(=O)CCn2c(=O)c3cccn3c3ccc(F)cc32)cc1	-12%	x	7%	x	x	7%	x	4%	u
C/C=C/c1ccc(OCCN2CCc3ccccc3C2)c(OC)c1	-24%	i	4%	5%	-76*	u	6%	-5%	3%
CCc1nnc(NC(=O)COC(=O)c2cc(OC)cc(OC)c2)s1	2%	i	19%	5%	5	13%	-2%	i	x
Cn1c(=O)c2c(nc(N3CCOCC3)n2Cc2ccccc2)n(C)c1=O	-9%	x	0%	x	x	10%	1%	i	-18%
Cc1ccc(S(=O)(=O)N2[C@@H](c3ccc(F)cc3)C(C(=O)O)=CC[C@H]2c2ccc(Cl)cc2)cc1	-29%	i	18%	1%	0	u	-1%	i	-2%
O=C(Nc1ccc(Cl)c(Cl)c1)c1ccccc1	-2%	i	u	-7%	-15	u	-1%	-29%	-24%
O=C(NNc1nc(=O)c2cccnc2s1)c1ccccc1O	-12%	i	u	-5%	11	14%	-2%	i	18%
O=C(NCC(=O)N1CCN(c2ccccc2O)CC1)c1ccccc1	4%	i	-5%	4%	16	-11%	1%	-7%	14%
COCCNC(=O)C(=O)Nc1c2c(nn1-c1ccccc1)CS(=O)(=O)C2	-10%	x	-2%	x	x	7%	x	i	4%
CCOc1ccccc1N(CC(=O)NC(C)(C)C)C(=O)CCC(=O)Nc1nccs1	-10%	i	7%	3%	6	23%	1%	i	-5%
O=C(CSc1nc2ccccc2c(=O)n1CCCN1CCOCC1)Nc1ccccc1OC(F)F	6%	i	-18%	0%	-1	-13%	2%	-18%	x
COc1cc(SC)ccc1C(=O)Nc1ccncc1	-14%	i	5%	0%	21	48%[activator]	21%	-19%	-19%
C=CCN(CC=C)c1cnn(-c2nc3ccccc3[nH]2)c(=O)c1Cl	-17%	x	-24%	1%	16	-6%	0%	-10%[57.5 µM]	11%
COc1ccccc1CN1CCN(C(=O)c2ccco2)CC1	10%	i	-8%	0%	19	-9%	-1%	i	2%
Cc1ccc(S(=O)(=O)N2[C@@H](CO)CO[C@H]2CC(=O)OCc2ccccc2)cc1	-14%	i	-11%	15%	14	u	x	-22%	23%
O=C(CSc1nc2ccccc2s1)Nc1ccc2c(c1)oc1ccccc12	1%	i	19%	-4%	0	-22%	-20%	-5%	x
CCN(CC)S(=O)(=O)c1ccc(Cl)c(NC(=O)COC(=O)/C=C/c2ccc(O)c(OC)c2)c1	-13%	i	-16%	-9%	11	0%	7%	-9%	17%
COCc1nc2ccccc2n1Cc1ccccc1C	19%	i	10%	1%	0	u	3%	-14%	9%
CCCc1cc(C(=O)NNC(=S)NCC)c2ccccc2n1	-3%	i	21%	5%	-56*	15%	10%	i	x
CCCCn1c(CN2CCN(C(=O)OCC)CC2)nc2c1c(=O)n(C)c(=O)n2C	7%	i	14%	1%	11	9%	0%	i	15%
OC(c1ccccc1)(c1nc(-c2cccc(F)c2)cs1)C(F)(F)F (stereo unspecified)	u	i	u	-75%[inhibitor]	3	u	12%	-8%	11%
CC(NC(=O)CCCn1cc([N+](=O)[O-])cn1)c1ccccc1 (stereo unspecified)	11%	i	-11%	-5%	-20	11%[7.66 µM]	0%	8%	11%
COC(=O)Cc1c(C)nc2nc(-c3ccco3)[nH]n2c1=O	-9%	i	5%	0%	14	1%	8%	-8%	-8%
CC1CCCCN1C(=O)CSCC(=O)Nc1nc(-c2cccs2)cs1 (stereo unspecified)	4%	i	u	2%	25	u	8%	-18%	27%
COc1ccccc1Cn1c(=S)[nH]c2ccc(F)cc2c1=O	8%	i	13%	16%	8	2%	9%	-7%	-2%

Compound activity (PubChem)

These rows are one share of the data (hit frequency here may not be typical).
